UBC13 polyUb: UBC13 polyubiquitin chain formation inhibitors, primary screen, biochemical, TR-FRET, uHTS. Ubiquitin-conjugating enzyme E2 N (Homo sapiens), P61088. inhibition, % at 20 µM. 0.47% of 330,000 active. AID 485273, 2010; in the data active means inhibition above about 45%, passing the limit was not always enough
Target sequence (P61088 whole entry, looked up): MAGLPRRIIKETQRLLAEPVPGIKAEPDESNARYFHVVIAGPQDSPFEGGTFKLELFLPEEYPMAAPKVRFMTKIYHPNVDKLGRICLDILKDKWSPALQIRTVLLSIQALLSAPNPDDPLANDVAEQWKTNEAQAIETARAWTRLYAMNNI
SENP6 inh: SENP6 protease inhibitors, primary screen, biochemical, luminescence, uHTS; Sentrin-specific protease 6 (Homo sapiens), Q9GZR1; Recombinant SENP6 catalytic domain, aminoluciferin luminescence; inhibition, % at 10 µM; 1.8% of 330,000 active; AID 2599, 2010;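 active means inhibition above about 50% at the single tested dose, limit read from the data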;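 further: plate controls were DMSO wells with enzyme for no effect and DMSO wells lacking enzyme for full effect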
Target sequence (Q9GZR1 628-1112 limits assumed): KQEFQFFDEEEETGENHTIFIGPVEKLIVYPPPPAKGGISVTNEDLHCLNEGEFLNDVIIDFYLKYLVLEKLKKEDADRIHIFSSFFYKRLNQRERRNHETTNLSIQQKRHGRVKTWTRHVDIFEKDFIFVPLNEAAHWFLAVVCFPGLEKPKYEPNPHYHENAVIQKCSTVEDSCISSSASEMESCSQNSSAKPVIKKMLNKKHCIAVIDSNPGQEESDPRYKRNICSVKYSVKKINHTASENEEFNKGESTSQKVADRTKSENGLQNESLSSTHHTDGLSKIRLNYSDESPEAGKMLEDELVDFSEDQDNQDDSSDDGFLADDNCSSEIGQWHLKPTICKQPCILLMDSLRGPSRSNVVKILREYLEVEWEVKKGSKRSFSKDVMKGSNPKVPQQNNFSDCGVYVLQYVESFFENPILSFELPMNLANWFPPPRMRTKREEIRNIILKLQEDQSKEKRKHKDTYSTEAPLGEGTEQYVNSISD
SENP8 block-1: SENP8 protease inhibitors, primary screen, biochemical, luminescence | purified SENP8, Z-RLRGG-aminoluciferin cleavage | inhibition, % at 10 µM | 1.2% of 330,000 active | Sentrin-specific protease 8 (Homo sapiens), Q96LD8 | AID 2540, 2010; in the data active means inhibition above about 50%
SENP8 block-2: human SENP8 protease inhibitors, primary screen, biochemical, fluorescence, Nedd8 protein substrate, uHTS; recombinant SENP8; inhibition, % at 20 µM; 0.64% of 360,000 active; AID 602440, 2012; in the data active means inhibition mostly above about 40%, no sharp cut-off; inactive means mostly below about 27%
beta cell repl: inducers of MIN6 beta-cell proliferation, primary screen, ATP luminescence, uHTS; 0.29% of 330,000 active; AID 2380, 2010; MIN6 cells proliferation, ATPlite luminescence, 48 h; cells starved in 0.2% serum; 100% = growth in 10% serum; proliferation, % at 10 µM;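 active means compounds whose signal lies at least 3.5 SD above the mean of all wells on their plate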;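 further: 0% = DMSO-treated cells in low-serum medium and 100% = 10% serum control; some compounds called inactive have numbers as strong as hits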
SENP1 FRET inh: human SENP1 catalytic domain inhibitors, primary screen, biochemical, FRET, uHTS. Sentrin-specific protease 1 (Homo sapiens), Q9P0U3. recombinant SENP1 catalytic domain, CyPet-SUMO1-YPet FRET cleavage. inhibition, % at 10 µM. 0.21% of 360,000 active;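 active means inhibition at least 30% at 10 µM, raw YFP signal under a set limit, fluorescence ratio 0.5 to 1.5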;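 further: 0% = enzyme with DMSO and 100% = no enzyme wells; some results filed as inactive read as strong as hits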
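System: Recombinant human SENP1 catalytic domain, His6-tagged | Incubation: Enzyme reaction for 50 min at room temperature, dark | Medium: Tris pH 8 with BME, BSA, NP40 and catalase | Also added: 25 nM SUMO1 FRET substrate | Compound: 10 µM single point, 0.5% DMSO | Measured by: FRET fluorescence in CFP and YFP emission channels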
PfGluPho inh: PfG6PD enzyme inhibitors, primary screen, biochemical, fluorescence intensity, uHTS; glucose-6-phosphate dehydrogenase-6-phosphogluconolactonase (Plasmodium falciparum 3D7); PfGluPho enzyme, NADPH resazurin-diaphorase fluorescence; inhibition, % at 20 µM; 0.78% of 350,000 active; AID 504690, 2011;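 active means inhibition reaching at least a set limit at 20 µM in the primary screen, cut at about 59% in these data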;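 further: 0% = DMSO wells with substrate and 100% = DMSO wells lacking glucose-6-phosphate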
HKDC1 inh: HKDC1 hexokinase inhibitors, primary screen, biochemical, fluorescence, uHTS; inhibition, % at 20 µM; Q2TB90; 0.16% of 340,000 active; recombinant HKDC1, G6PDH/diaphorase resazurin coupled fluorescence; AID 493160, 2011;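 active means inhibition above about 35% when tested at 20 µM, limit read from the data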;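 further: plate controls were DMSO wells with enzyme for no effect and DMSO wells lacking enzyme for full effect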
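Assay system – recombinant HKDC1 (HK5) hexokinase enzyme, produced in-house · Input – HKDC1 at 5 µg/mL · Reagent – glucose plus 1 mM ATP as hexokinase substrates · Timing – 90 min reaction incubation at room temperature, dark · Measured by – G6PDH/diaphorase-coupled fluorescence, 1 mM NADP, 100 µM resazurin, 525/613 nm · Benchmarks – DMSO-enzyme wells negative, buffer-substituted wells positive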
SENP7 inh: SENP7 protease inhibitors, primary screen, biochemical, luminescence, uHTS; recombinant SENP7, Z-RLRGG-aminoluciferin luminescence, 40 min; 1.5% of 330,000 active; AID 434973, 2010; inhibition, % at 5 µM; Sentrin-specific protease 7 (Homo sapiens), Q9BQF6;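 active means inhibition above about 50% at the single test dose, limit read from the data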;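 further: plate controls were DMSO with enzyme for no effect and no enzyme buffer wells for full effect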
Target sequence (Q9BQF6 706-1050 limits assumed): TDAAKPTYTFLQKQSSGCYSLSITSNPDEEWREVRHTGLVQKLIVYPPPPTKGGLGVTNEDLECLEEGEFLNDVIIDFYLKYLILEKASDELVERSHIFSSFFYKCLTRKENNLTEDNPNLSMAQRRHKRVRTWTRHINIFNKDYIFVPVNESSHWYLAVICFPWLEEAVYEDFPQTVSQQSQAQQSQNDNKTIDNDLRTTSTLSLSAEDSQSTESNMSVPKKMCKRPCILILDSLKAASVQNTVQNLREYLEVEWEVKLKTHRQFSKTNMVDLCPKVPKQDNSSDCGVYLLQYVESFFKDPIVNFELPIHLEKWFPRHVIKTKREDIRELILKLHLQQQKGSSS
Numbers without * were called inactive; i = inactive; nt = not tested or not shown.

SMILES | UBC13 polyUb | SENP6 inh | SENP8 block-1 | SENP8 block-2 | beta cell repl | SENP1 FRET inh | PfGluPho inh | HKDC1 inh | SENP7 inh
CCCN(CCC)S(=O)(=O)c1ccc(NS(C)(=O)=O)cc1 | 4 | -3 | -9 | 9 | -1 | 0 | -23 | -2 | -4
COc1cc(CNC2CCCC2)cc(OC)c1OC | -2 | 0 | -12 | 5 | -1 | 3 | -20 | -9 | -4
O=C1c2ccccc2C(Nc2ccc(S(=O)(=O)N3CCOCC3)cc2)N1c1ccccn1 (stereo not drawn) | 0 | -2 | -4 | 16 | -2 | -2 | 41 | -1 | 9
Cn1cnc(S(=O)(=O)Nc2ccc(Cl)c(C(F)(F)F)c2)c1 | 0 | 9 | 3 | 11 | 0 | 0 | -3 | 2 | 5
O=C1N=NC2=C1c1c3ccccc3c(O)n1CC2 | -124 | 9 | 1 | 33 | -2 | 2 | 6 | 3 | 5
CCc1nnc(NC(=O)CSc2nnc(Cc3cccn3C)n2C)s1 | 0 | -8 | -2 | 9 | -3 | -1 | -10 | -2 | 5
Cc1nc(-c2ccccc2O)n(-c2ccccc2)n1 | 5 | -12 | -1 | -1 | 1 | 2 | -25 | -10 | 2
OCCCNc1c2ccccc2nc2ccccc12 | -12 | 16 | 3 | -127 | 3 | -24 | -23 | 4 | -1
Cc1ccnc(NC(=O)c2ccc(Cl)c(NC(=O)c3ccccc3C)c2)c1 | -2 | 11 | 3 | 10 | -2 | 1 | 18 | -7 | -4
CCOC(=O)c1cnc2ccc(OCC)cc2c1NCCN1CCOCC1 | -6 | 11 | 4 | -304 | 1 | -20 | 20 | -5 | 5
Cc1c(O)c2c3c(cccc3c1O)C(=O)N(c1ccccc1)C2=O | nt | nt | nt | -32 | nt | -32 | -15 | 0 | nt
O=C(Nc1ccon1)c1cc2ccccc2oc1=O | 6 | 35 | 12 | -144 | -2 | -18 | -10 | -9 | 38
CN(C(=O)Nc1cnccc1C(F)(F)F)C1CCCCC1 | -10 | -6 | -6 | -21 | 0 | 1 | -14 | -8 | -4
CC(=O)N(C)c1ccc(NS(=O)(=O)Cc2ccccc2)cc1 | 1 | -9 | 1 | 14 | 2 | -1 | -7 | -6 | 7
Nc1ccc2ccccc2c1N=Nc1ccccc1 | nt | nt | nt | 25 | nt | 6 | 22 | 6 | nt
CCCc1cc(=O)oc2cc(C)cc(OC(C)C(=O)NCc3ccccn3)c12 (stereo not drawn) | 20 | 1 | -1 | -232 | -3 | 1 | -11 | -7 | -4
Cc1ccc(C(C)C)cc1OCCN1CCCC1 | -4 | -6 | 6 | 25 | 0 | 3 | 3 | -10 | 3
CCOC(=O)c1c(NC(=O)c2cccs2)sc(C)c1C | 13 | -16 | 3 | -413 | -3 | -4 | 5 | -5 | -5
CCCC(=O)Nc1ccc(NC(=S)NC(=O)c2cccs2)cc1 | 3 | 3 | 2 | 18 | 0 | 1 | -9 | -8 | 1
CCN(c1ccccc1)S(=O)(=O)c1cccc(C(=O)OCc2nc3sc(C)c(C)c3c(=O)[nH]2)c1 | 2 | -4 | 0 | 1 | -2 | 4 | -2 | 3 | 9
O=C1OCCN1C(=O)[C@H]1[C@H](c2ccc(F)cc2)C(c2cccc(Cl)c2)=NN1c1ccc(Br)cc1 | nt | nt | nt | -389 | nt | -22 | 28 | 22 | 4
Cc1cc(Cn2nnc3ccccc32)c(O)c(C(C)(C)C)c1 | 7 | -11 | 10 | 21 | -8 | 3 | 5 | -1 | -3
Cc1ccc2[nH]c(=O)c(COC(=O)c3ccccn3)cc2c1 | -4 | -14 | -8 | -83 | 0 | 0 | -38 | -5 | -1
Cc1ccc(N(CC(=O)NC2CCCC2)C(=O)CNC(=O)c2cccs2)cc1C | -4 | -12 | -6 | 12 | 0 | 4 | -9 | -8 | -4
Cc1cnc(NC(=O)c2ccc(-c3nc4ccccc4s3)o2)s1 | 12 | -4 | -10 | i | 0 | -74 | 17 | 6 | 1
(continued)
SMILES | UBC13 polyUb | SENP6 inh | SENP8 block-1 | SENP8 block-2 | beta cell repl | SENP1 FRET inh | PfGluPho inh | HKDC1 inh | SENP7 inh
Cc1cc2sc(NC(=O)c3ccco3)nc2cc1Cl | -3 | 28 | 9 | -123 | -4 | -2 | -6 | -4 | 71*
Cc1cccc(/C=C2\Sc3ccc(C(=O)N4CCCCC4)cc3N(C)C2=O)c1 | 6 | -4 | -3 | -31 | -7 | 0 | 9 | 2 | 18
CC(C)c1ccc(CN2CCN(C(=O)CSc3nnnn3C3CC3)CC2)cc1 | 7 | -17 | -8 | 16 | -1 | 0 | 0 | -2 | 4
CC1(C)NC(=O)N(CCCSc2ccc(Cl)cc2)C1=O | 6 | 1 | 8 | 22 | -2 | 0 | 5 | -10 | 3
CN1CCc2cc3c(c4c2C1CC41CCC(=NO)CC1)OCO3 (stereo not drawn) | 13 | -4 | 0 | -497 | 0 | 6 | -1 | -2 | 0
Cc1cc(Br)c(NC(=O)C(C)Sc2nnnn2C)c(Br)c1 (stereo not drawn) | 7 | 8 | 4 | -4 | 0 | -1 | 9 | -2 | 6
O=S(=O)(NCC(c1ccccc1)N1CCC(O)CC1)c1ccc(Cl)cc1 (stereo not drawn) | -2 | -6 | -13 | 12 | 3 | 3 | -5 | -6 | 18
Cc1ccc(C(C(=O)NC(C)(C)C)N(Cc2cccs2)C(=O)c2ccc3c(c2)OCCO3)cc1 (stereo not drawn) | 2 | 4 | 1 | 26 | 3 | 2 | -17 | 13 | 0
Cc1ccc(S(=O)(=O)NCC(=O)NCC(=O)NC(C)c2ccccc2Br)cc1C (stereo not drawn) | -6 | 12 | -1 | 7 | -4 | -2 | 3 | -2 | -1
Cc1ccccc1-n1nc2c(c1NC(=O)/C=C\c1ccc3c(c1)OCO3)CSC2 | -36 | -4 | 6 | -172 | -2 | 0 | 3 | 1 | 3
OCCC1CN(Cc2cccn2-c2cccnc2)CCN1CCc1ccccc1 (stereo not drawn) | 3 | -1 | -1 | 6 | -1 | -2 | 10 | 1 | -5
CCCCNC(=S)NNC(=O)c1ccncc1 | -19 | -17 | -9 | 5 | -1 | 2 | -15 | -4 | -2
NC(=O)c1ccc(-n2nnnc2SCC(=O)c2ccc(O)c(O)c2)cc1 | 2 | -67 | -64 | -15 | -2 | 1 | -48 | -7 | -8
CSc1nc2ncc3c(n2n1)CC(C)(C)CC3=O | 2 | 1 | 3 | -9 | -2 | -1 | 12 | -7 | 6
CCOc1ccc(CCNC(=O)CN2C(=O)NC3(CCc4ccccc43)C2=O)cc1OCC (stereo not drawn) | 2 | -5 | -5 | 10 | 3 | -2 | 14 | -7 | -1
CCOC(=O)c1c(C)[nH]c(N=Nc2cc(C(=O)O)cc(C(=O)O)c2)c1C | -2 | -35 | -3 | 22 | 0 | 2 | -23 | -1 | -7
COc1ccccc1NC(=O)c1ccc(NC(=O)COC(=O)c2cncc(Br)c2)cc1 | -4 | -20 | -14 | -16 | -3 | -19 | 12 | 9 | -5
Cc1ccc2c(c1)-c1cc(C)nn1C(c1ccc3c(c1)OCO3)N2 (stereo not drawn) | -5 | -12 | -8 | -194 | -2 | -4 | 11 | -3 | -9
CCc1c(C)nc(N2CCN(c3ccc(OC)cc3)CC2)[nH]c1=O | -1 | 6 | 2 | 9 | 4 | 0 | 25 | -7 | -8
O=C(COC(=O)c1ccco1)Nc1nc2ccc([N+](=O)[O-])cc2s1 | -2 | 24 | 44 | -26 | -5 | -66 | -21 | 1 | 21
Cc1ccc(S(=O)(=O)c2nc(-c3ccco3)oc2SCC(N)=O)cc1 | -3 | -6 | 5 | -2 | 0 | -4 | 9 | -2 | 2
Cc1ccccc1CN1C(=O)c2ccccc2Sc2ccc(C(=O)NCCCN3CCOCC3)cc21 | 15 | -4 | -19 | 20 | -7 | 0 | -1 | -1 | -7
COc1ccc(CCNC(=O)c2cc(S(=O)(=O)N3CCOCC3)cn2C)cc1OC | 1 | -25 | -8 | 0 | 1 | 2 | -6 | 0 | -12
CCCCN1C(=O)/C(=C(/C#N)C(=O)N2CCCC2)c2ccccc21 | -16 | 30 | -3 | 9 | -5 | -1 | -10 | -4 | -6
COc1ccc(CC(=O)Nc2nc(C)cs2)cc1 | -5 | 18 | -11 | -5 | -1 | -2 | 13 | -5 | 4
Additional records follow.
SMILES | UBC13 polyUb | SENP6 inh | SENP8 block-1 | SENP8 block-2 | beta cell repl | SENP1 FRET inh | PfGluPho inh | HKDC1 inh | SENP7 inh
Cc1ccc(C2N(c3nccs3)C(=O)C3CCCN32)cc1 (stereo not drawn) | 4 | -17 | -6 | 12 | 0 | -13 | 9 | 2 | 7
Cc1nc(C)c(C(=O)N/N=C/c2ccco2)s1 | -2 | 4 | 2 | 15 | -2 | 0 | 18 | -9 | -1
Cc1ccc(NC(=O)C[n+]2cc(-c3ccccc3)n3c2CCC3)c(C)c1 | -3 | -9 | 0 | 22 | -1 | -1 | -4 | -6 | 1
C/C(=N\N1CCN(c2ccccc2)CC1)c1ccco1 | 10 | -20 | -6 | 15 | 0 | 0 | -11 | 3 | -7
Cc1cccc(NC(=S)NN2CCN(C)CC2)c1 | 0 | 3 | 3 | 11 | -3 | 4 | -8 | -3 | -1
Cc1ccc(Cc2c(C)[nH]c(=S)[nH]c2=O)cc1 | 7 | 0 | -4 | 2 | 1 | 0 | 7 | -3 | 0
N[C@@H](CO)c1nnc([C@H](CCC(=O)O)NC(=O)C2CCNCC2)o1 | -6 | 13 | 3 | 18 | -1 | 2 | -6 | -20 | 4
N#Cc1c(NC(=O)CSc2ncnc3sccc23)oc(-c2ccco2)c1-c1ccco1 | -14 | -6 | -8 | -184 | -2 | -5 | 4 | 13 | 0
COC(=O)c1cc(Cl)c(NC(=O)c2cc(OC)c(OC)c(OC)c2)cc1OC | -2 | -16 | -6 | 4 | -3 | 2 | -11 | -6 | 3
COc1cc(Cl)c(C)cc1NC(=O)CSc1nnc(CCC(=O)O)c(=O)[nH]1 | 1 | 2 | -6 | 17 | -4 | 1 | -8 | -19 | -5
CN1C(=S)SC(C)(C)C1NO (stereo not drawn) | -8 | -6 | 0 | 5 | -2 | 1 | -5 | -7 | 1

Screens: PubChem BioAssay, Sanford-Burnham Center for Chemical Genomics
